TEAD-YAP block – TEAD-YAP interaction inhibition; HEK-TIYL cells, TEAD-Gal4/YAP UAS-luciferase luminescence; 640,000 tested, 1.4% active; inhibition, % at 9.12 µM; AID 1259422; in the data active = inhibition above about 32%;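 also: 0% = median of test compound wells and 100% = reference inhibitor wells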
MITF inh – inhibitors of human MITF; AlphaScreen MITF homodimerization, bead proximity signal; AID 1259374; 650,000 tested, 0.91% active; inhibition, % at 2.6 µM; in the data active = inhibition above about 50%;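 also: 0% = vehicle wells with protein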
Target sequence (O75030 whole entry, looked up): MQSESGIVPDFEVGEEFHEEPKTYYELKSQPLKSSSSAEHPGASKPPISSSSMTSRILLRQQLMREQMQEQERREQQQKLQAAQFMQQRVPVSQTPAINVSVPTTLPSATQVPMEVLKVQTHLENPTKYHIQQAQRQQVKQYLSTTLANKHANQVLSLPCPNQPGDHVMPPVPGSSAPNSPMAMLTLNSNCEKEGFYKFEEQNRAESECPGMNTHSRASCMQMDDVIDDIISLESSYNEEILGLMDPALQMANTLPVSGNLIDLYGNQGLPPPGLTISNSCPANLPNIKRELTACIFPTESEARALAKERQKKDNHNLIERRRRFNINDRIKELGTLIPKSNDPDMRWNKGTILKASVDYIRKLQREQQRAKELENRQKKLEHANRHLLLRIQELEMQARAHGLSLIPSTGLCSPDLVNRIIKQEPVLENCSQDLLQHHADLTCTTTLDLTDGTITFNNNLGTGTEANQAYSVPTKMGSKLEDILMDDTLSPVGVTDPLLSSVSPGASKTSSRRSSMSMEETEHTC
FBW7 act – activators of human E3 ligase FBW7 | Q969H0 | AlphaScreen FBW7–phospho-cyclin E peptide binding, activator screen | normalized activity (activation), % at 26.1 µM | 650,000 tested, 0.13% active | AID 1259310; in the data active = normalized activity above about 1.9%;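 also: purified mutant Fbw7 with reduced substrate affinity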
GPR151 activ – activates the human receptor GPR151; Q8TDV0; 650,000 tested, 1% active; PathHunter beta-arrestin GPR151 cells, luminescence; activation, % at 11.2 µM; in the data active = activation above about 4.9%;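 also: 0% = median of compound wells and 100% = cells with positive control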
Target sequence (Q8TDV0 whole entry, looked up): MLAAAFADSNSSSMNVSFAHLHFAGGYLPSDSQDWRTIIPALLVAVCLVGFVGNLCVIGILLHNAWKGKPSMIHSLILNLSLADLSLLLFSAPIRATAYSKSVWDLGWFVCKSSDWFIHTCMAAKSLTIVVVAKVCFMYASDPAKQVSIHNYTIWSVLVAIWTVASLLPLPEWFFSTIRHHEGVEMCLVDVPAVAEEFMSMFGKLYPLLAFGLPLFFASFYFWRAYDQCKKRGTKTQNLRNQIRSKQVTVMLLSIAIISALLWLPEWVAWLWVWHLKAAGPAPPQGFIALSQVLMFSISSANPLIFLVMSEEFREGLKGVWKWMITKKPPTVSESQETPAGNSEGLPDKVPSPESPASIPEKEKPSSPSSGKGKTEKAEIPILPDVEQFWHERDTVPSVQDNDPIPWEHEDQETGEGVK
The depositor's hits bear a star; & = joins results of further samples. Compounds as they come; any-hit rate near 3.5%.

Values run as follows: TEAD-YAP block | MITF inh | FBW7 act | GPR151 activ
> CCN(C(=O)c1cc([N+](=O)[O-])cc([N+](=O)[O-])c1)C1CCCCC1
  6 | 7 | 0.0 | -0.3
> CC(=O)NC(CCS(C)(=O)=O)C(=O)Nc1cccc(Cl)c1C (configuration not stated)
  7 | 14 | 0.3 | -1.9
> N/C(=N\NC(=O)c1cccc(Cl)c1)c1cc2c(ccc3ccccc32)oc1=O
  -8 | 0 | 0.0 | -0.7
> Cc1ccc(-n2nc3cc(C)c(NC(=O)c4oc5ccccc5c4C)cc3n2)cc1
  3 | 6 | 0.0 | 4.7
> CCc1ccc2oc(-c3cccc(NC(=O)c4cccc(F)c4)c3)nc2c1
  -1 | 4 | 0.0 | 1.0
> O=C(O)C1C2C=CC(O2)C1C(=O)Nc1ccccc1 (configuration not stated)
  0 | -8 | -0.2 | -0.3
> COc1ccc(-c2cccc(C(=O)NCCCN3CCCC3=O)c2)cn1
  -6 | 6 | 0.2 | -0.2
> O=C(Nc1ccccc1)c1ccc2ccccc2n1
  -32 | -10 | -0.1 | -1.6
> CCOC(=O)Cc1nc2nc(C)c([N+](=O)[O-])c(=O)n2[nH]1
  6 | 5 | 0.0 | 2.8
> O=C(CCN1CCN(c2ccccc2)CC1)NNC(=O)Cc1ccccc1Cl
  12 | 15 | 0.1 | 1.5
> CCOC(=O)CN(C)C1CCN(c2ccc(C(=O)NC(C)c3ccccc3)cc2)CC1 (configuration not stated)
  0 | 10 | 0.0 | -0.5
> CCCCCOc1ccc(OC(=O)Cn2cnc3sc4c(c3c2=O)CCCC4)cc1
  -3 | -3 | 0.1 | 3.2
> C[N+](C)(C)CCCCCC[N+](C)(C)C
  2&-5&0 | -9&-1&-9&-1 | 0.1&-0.1&0.0&-0.1 | 1.3&0.2&-0.2&-0.6
> COC(=O)c1cnc(Nc2cc(C)c(Cl)cc2OC)c2ccccc12
  10 | 12 | 1.1 | -0.5
> COc1ccc(NC(=S)NC(=O)c2cccs2)cc1
  -62 | -3 | -0.3 | 0.6
> COc1cc(/C=N/NC(=O)COc2cc(C)c(Cl)c(C)c2)ccc1O
  13 | 6 | 0.6 | 1.9
> O=C1C2C3C=CC(C4CC34)C2C(=O)N1Cc1cccnc1 (configuration not stated)
  1 | 18 | 0.3 | 0.4
> COC(=O)C(CC(C)C)NC(=O)c1ccc(OC)c([N+](=O)[O-])c1 (configuration not stated)
  -2 | 10 | 0.1 | 0.8
> CC(C)(C)C(=O)NC(=S)N1CCCCCC1
  -5 | 15 | 0.0 | -0.4
> COc1ccc(-c2noc(COc3cccc4ccccc34)n2)cc1OC
  -3 | 14 | 0.2 | 1.3

4 compounds from above, sorted by heavy-atom count, rising.
Values run as follows: TEAD-YAP block | MITF inh | FBW7 act | GPR151 activ
> O=C(Nc1ccccc1)c1ccc2ccccc2n1
  -32 | -10 | -0.1 | -1.6
> O=C1C2C3C=CC(C4CC34)C2C(=O)N1Cc1cccnc1 (configuration not stated)
  1 | 18 | 0.3 | 0.4
> O=C(CCN1CCN(c2ccccc2)CC1)NNC(=O)Cc1ccccc1Cl
  12 | 15 | 0.1 | 1.5
> CCOC(=O)CN(C)C1CCN(c2ccc(C(=O)NC(C)c3ccccc3)cc2)CC1 (configuration not stated)
  0 | 10 | 0.0 | -0.5

Other entries:
Values run as follows: TEAD-YAP block | MITF inh | FBW7 act | GPR151 activ
> CN(CC(=O)N1CCCC1)S(=O)(=O)c1cc2c(cc1Cl)NC(=O)CO2
  2 | 0 | 0.1 | 0.2
> CCN(CC)C(=O)Cn1nnc2ccccc2c1=O
  -8 | 4 | 0.5 | -0.9
> CCN(CC)c1ccc(CNC23CN4CN(CN(C4)C2)C3)cc1
  16 | -5 | -0.1 | 1.0
> COc1ccc(OC(=O)/C=C/c2ccc([N+](=O)[O-])cc2)cc1
  -1 | 1 | 0.1 | 0.9
> O=C(NCc1ccccc1)c1csc(N2CCCC2CO)n1 (configuration not stated)
  -1 | 4 | -0.1 | 1.6
> O=C(O)c1cn(-c2ccccc2)nc1-c1cc2ccccc2oc1=O
  -1 | 14 | -0.1 | 1.0
> CC(NC(=O)C(=O)NCCCCCO)c1ccccc1 (configuration not stated)
  3 | 7 | 0.1 | -0.1
> CS(=O)(=O)N1CCc2cc(C(=O)N3CCOCC3)ccc21
  4 | 26 | 0.7 | 0.0
> Cc1occc1-c1nnc(SCC(=O)NC2CCCCC2C)n1CC1CCCO1 (configuration not stated)
  -1 | -4 | 0.3 | 0.5
> Cc1ccc(Br)cc1S(=O)(=O)NCc1ccco1
  1 | 11 | 0.1 | 2.8
> CCOc1ccc(S(=O)(=O)NC2CCCCCC2)c2cccnc12
  -1 | 14 | 0.1 | -0.7
> O=C1c2ccccc2C(=O)C12OC2c1ccc(Cl)cc1 (configuration not stated)
  -11 | 5 | -0.9 | 0.7
> COc1cc(C2C(C#N)=C(N)Oc3n[nH]c(C(C)(C)C)c32)cc([N+](=O)[O-])c1O (configuration not stated)
  1 | 11 | -0.1 | 0.2
> CCOc1ccc(/C=N/NC(=O)C(=O)Nc2ccc(Cl)cc2C)cc1
  4 | 2 | 0.7 | -0.5
> O=C(Cn1cnc2ccccc21)NCCn1nc(-c2cccs2)oc1=O
  -1 | 4 | 0.1 | 0.2
> O=C(Nc1cccc(Cl)c1)N1CCCCCC1
  -8 | 3 | 0.3 | 1.2
> COc1ccccc1C(=O)N1CCN(S(=O)(=O)c2ccccc2)CC1
  1 | 14 | 0.3 | -2.6
> O=S(=O)(NCC1COc2ccccc2O1)c1cccc2nsnc12 (configuration not stated)
  -4 | -5 | -0.1 | -0.6
> Cc1ccccc1NC(=O)c1ccc(-c2nnc(-c3ccccc3)o2)cc1
  -35 | 0 | 0.0 | -9.7
> COc1cc(Nc2cc(NCCc3ccc(O)cc3)ncn2)cc(OC)c1OC
  -1 | -2 | -0.1 | -0.4
> CC(=O)Nc1ccc(NC(=O)C(C)OC(=O)c2ccc(Cl)cc2N)cc1 (configuration not stated)
  -6 | 5 | 0.3 | 0.9
> COc1ccc(NC(=O)c2sc3ncn(CC(=O)N4CCCCC4C)c(=O)c3c2C)cc1OC (configuration not stated)
  -1 | 6 | -0.8 | -0.6
> COC(=O)COc1ccc(C2NC(=O)NC(C)=C2C(=O)OC)cc1 (configuration not stated)
  3 | 8 | 0.7 | -1.4
> CCOC(=O)c1c(NC(=O)CSc2nnc(CNC(=O)c3ccccc3F)n2C2CCCCC2)sc2c1CCCC2
  -13 | -6 | 0.2 | -0.1
> Cc1ccc(C(=O)N/C(=C\c2ccc(Cl)cc2)C(=O)NCCc2ccccc2)cc1
  2 | -4 | -0.1 | -0.4
> COCCNC(=O)CSc1nc(-c2ccccc2C)nc2c1c(=O)n(C)c(=O)n2C
  -1 | -7 | -0.2 | -1.4
> Cn1ccnc1SCCNC(=O)CC1C(=O)NCCN1C/C=C/c1ccccc1 (configuration not stated)
  2 | 3 | 0.0 | 1.0
> CCCCN(C)C(=O)c1nc2ccccn2c1CN1CCN(Cc2cccc(OC)c2)CC1
  -3 | 8 | -0.1 | -0.2
> COc1cccc(CNCCCO)c1OC
  -1 | 4 | 0.0 | 1.7
> CCN(CC)C(=O)COc1ccc2c(c1)oc(=O)c1cc(OC)ccc12
  0 | 7 | -0.5 | -0.3
> CCOC(=O)c1sc(NC(=O)CSc2nnc(CNC(=O)c3cccc(C)c3)n2-c2cccc(C)c2)c(C(=O)OCC)c1C
  0 | -15 | -0.1 | 0.2
> COc1ccc(C2=CSC3=C(C(=O)c4cc(OC)c(OC)c(OC)c4)CCN23)cc1
  6 | 4 | -0.1 | 2.2
> Cc1cc(Br)cc(C)c1OCC(=O)O
  4 | 16 | 0.1 | 0.1
> CC1CCCCC12NC(=O)N(Cc1nnc(-c3cccs3)o1)C2=O (configuration not stated)
  -3 | -2 | 0.0 | -0.3
> COc1cc2c(C(=O)O)c(C)n(CC(C)C)c2c2ccccc12
  1 | 8 | 0.7 | -0.9
> O=C(CN1C(=O)C2C3C=CC(C4CC34)C2C1=O)Oc1ccccc1C(=O)Oc1ccccc1 (configuration not stated)
  3 | 9 | 0.4 | 0.5
> COc1ccc(OC)c(NC(=O)CSc2nnc(-c3ccncc3)s2)c1
  3 | -18 | -0.3 | -2.2
> Cn1c(=O)oc2cc(S(=O)(=O)NCCCc3ccccc3)ccc21
  -10 | -11 | 0.1 | 3.5
> O=C(COc1ccc(C=C2C(=O)NC(=O)NC2=O)cc1)NC1CCCCC1
  -1 | 15 | -1.5 | 0.4
> CCCCCOC(=O)COc1ccc2c(=O)c(Oc3cccc(C)c3)c(C(F)(F)F)oc2c1
  -5 | -3 | 0.0 | -1.4
> COc1ccc(/C(O)=C2/C(=O)C(=O)N(Cc3ccco3)C2c2cccc(O)c2)cc1 (configuration not stated)
  5 | 4 | 0.2 | -0.4
> CCc1ccc(N(C(=O)Nc2ccc(C)cc2)C2=NCCC2)cc1
  -62 | 15 | 0.1 | -1.6
> O=C1CCCc2c1cc(-c1ccccc1)n2-c1cccnc1
  -9 | -4 | 0.0 | -0.8
> CCNC(=O)N1CCC(n2nccc2NC(=O)Cc2ccccc2)CC1
  -1 | 2 | 0.1 | 0.8
> CCCOCC1CC2(CC(C)(c3csc(N)n3)OC2=O)C(=O)O1 (configuration not stated)
  -3 | -1 | 0.0 | 0.9
> CCc1oc2cc(O)ccc2c(=O)c1-c1ccccc1OC
  9 | -2 | 0.0 | 2.0
> N#Cc1c(NC(NC(=O)c2ccncc2)(C(F)(F)F)C(F)(F)F)sc2c1CCCCC2
  -2 | 6 | -0.1 | 2.2
> CCOc1ccc(S(=O)(=O)n2cc([N+](=O)[O-])nc2C)cc1
  1 | -6 | 0.0 | 0.6
> CN(C)c1cccc(Nc2nc(NCCO)c3ncn(Cc4ccc(C(F)(F)F)cc4)c3n2)c1
  -12 | 1 | 0.2 | 1.7
> C=CCNc1nc(-c2c[nH]c3ccccc23)cs1
  -5 | -13 | 0.5 | 1.1
> O=c1[nH]c2sc(-c3ccccc3)cc2c(=O)n1-c1cccc(Cl)c1
  -3 | 7 | 0.1 | 0.0
> COc1ccc(NC(=S)N(CCN2CCOCC2)Cc2ccccc2F)cc1
  -26 | 13 | 0.4 | -1.7
> CCOC(=O)C1(Cc2ccccc2C(F)(F)F)CCN(C(=O)C2CCCO2)CC1 (configuration not stated)
  -50 | -6 | -0.1 | 1.2
> COc1ccc(-c2csc(Nc3ccc(C(=O)O)c(O)c3)n2)cc1C
  -8 | 2 | 0.0 | -0.7
> O=C(O)C1CC(=O)N(Cc2ccc(Cl)cc2)C(=Nc2ccccc2)S1 (configuration not stated)
  10 | 12 | 0.1 | 0.3
> FC(F)(F)c1ccc2nnc(-c3c[nH]c4ccccc34)n2c1
  -2 | 4 | -0.2 | 2.1
> CCC(C)NC(=O)CCN(Cc1c(Cl)cccc1Cl)S(=O)(=O)c1ccc(C)cc1 (configuration not stated)
  7 | 13 | 0.1 | -0.2
> O=C(CCC(=O)c1cccs1)OCc1nc2ccccc2s1
  3 | 0 | 0.0 | 1.0
> COc1ccc(CN2C(=O)CC(C(=O)Nc3cccc(Cl)c3)SC2=Nc2cccc(C(F)(F)F)c2)cc1 (configuration not stated)
  -14 | 5 | -0.1 | 0.6
> O=c1oc2ccccc2c(N2CCCCC2)c1CN1CCCCC1
  8 | 4 | 0.1 | -0.9

The listing continues.
Values run as follows: TEAD-YAP block | MITF inh | FBW7 act | GPR151 activ
> CCOC(=O)c1ccc(N2C(=O)CC(Sc3ncn[nH]3)C2=O)cc1 (configuration not stated)
  0 | 12 | 0.0 | -0.8
> O=C(Nc1ccccc1)N1CCC2(CC1)OCc1ccccc1O2
  8 | -11 | -0.3 | -0.2
> CC1=C(C(=O)Nc2cccnc2)C(c2cccc(OCc3ccccc3)c2)n2nnnc2N1 (configuration not stated)
  -6 | 5 | -0.1 | -0.3
> CCOc1ccc(S(=O)(=O)N(CC(=O)Nc2ccc(C)c(C)c2)c2ccc(C)cc2)cc1
  -3 | 1 | -0.2 | -1.6
> CCOC(=O)C1(Cc2ccc(OC)cc2)CCN(C(=O)CN2CCN(CC)CC2)CC1
  -7 | -3 | -0.2 | -1.2
> CCCOc1ccccc1/C=C1\SC(=S)N(CCC(=O)O)C1=O
  11 | 14 | 0.5 | -3.1
> O=C(c1ccccc1Br)N1CCN(c2ccccc2)CC1
  -5 | 8 | -0.1 | -1.2
> N#Cc1c(NC(=S)NC(=O)c2ccccc2Br)sc2c1CCCCCC2
  -2 | -4 | 0.0 | -0.7
> C=CCn1c(CCc2cc(C(C)(C)C)c(O)c(C(C)(C)C)c2)nn(C(=O)c2ccccc2)c1=S
  -6 | 7 | 0.0 | -0.2
> CCOc1ccccc1NC(=O)C(=O)N/N=C/c1ccc(Cl)c(Cl)c1
  -3 | -15 | -0.1 | 0.2
> COCCCN1C(=O)c2oc3ccccc3c(=O)c2C12C(=O)N(C)c1ccccc12 (configuration not stated)
  7 | 5 | 0.0 | 4.0
> Cc1sc(NC(=O)C2CC2c2ccccc2)nc1-c1ccccc1 (configuration not stated)
  -4 | 8 | 0.0 | 0.0

Compound profiles, from the list above. Order of values: TEAD-YAP block, MITF inh, FBW7 act, GPR151 activ
CCN(CC)C(=O)Cn1nnc2ccccc2c1=O reads -8, 4, 0.5, -0.9
COc1cc(Nc2cc(NCCc3ccc(O)cc3)ncn2)cc(OC)c1OC reads -1, -2, -0.1, -0.4
Cc1ccccc1NC(=O)c1ccc(-c2nnc(-c3ccccc3)o2)cc1 reads -35, 0, 0.0, -9.7
COC(=O)c1cnc(Nc2cc(C)c(Cl)cc2OC)c2ccccc12 reads 10, 12, 1.1, -0.5
CCCCCOc1ccc(OC(=O)Cn2cnc3sc4c(c3c2=O)CCCC4)cc1 reads -3, -3, 0.1, 3.2

High-throughput results as filed in PubChem.
